PfGluPho inh: PfG6PD (Plasmodium falciparum) enzyme inhibition. 0.78% of 350,000 active. PfGluPho enzyme, NADPH resazurin-diaphorase fluorescence. inhibition, % at 20 µM;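 active means inhibition reaching at least a set limit at 20 µM in the primary screen, cut at about 59% in these data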;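 further: 0% = DMSO wells with substrate and 100% = DMSO wells lacking glucose-6-phosphate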
SENP6 inh: blocks the human protease SENP6; Q9GZR1; Recombinant SENP6 catalytic domain, aminoluciferin luminescence; inhibition, % at 10 µM; 1.8% of 330,000 active; AID 2599;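 active means inhibition above about 50% at the single tested dose, limit read from the data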;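 further: plate controls were DMSO wells with enzyme for no effect and DMSO wells lacking enzyme for full effect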
Target sequence (Q9GZR1 628-1112 limits assumed): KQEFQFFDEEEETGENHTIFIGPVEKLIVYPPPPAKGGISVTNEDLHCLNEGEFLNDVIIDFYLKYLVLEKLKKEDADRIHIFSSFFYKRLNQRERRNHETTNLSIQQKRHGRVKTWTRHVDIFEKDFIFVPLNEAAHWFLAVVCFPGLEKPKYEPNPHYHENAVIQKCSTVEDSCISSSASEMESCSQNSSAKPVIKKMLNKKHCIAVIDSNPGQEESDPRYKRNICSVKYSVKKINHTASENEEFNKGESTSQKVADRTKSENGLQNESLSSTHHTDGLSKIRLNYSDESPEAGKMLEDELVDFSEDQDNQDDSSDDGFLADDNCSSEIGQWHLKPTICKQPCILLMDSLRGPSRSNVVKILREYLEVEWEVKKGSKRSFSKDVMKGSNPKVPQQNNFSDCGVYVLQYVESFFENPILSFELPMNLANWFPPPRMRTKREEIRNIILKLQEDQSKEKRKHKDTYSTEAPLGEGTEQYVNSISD
MPTP inh: inhibitors of mitochondrial permeability transition pore; AID 602449; 1.4% of 360,000 active; isolated mouse mitochondria, Ca2+ swelling absorbance, 30 min; inhibition, % at 10 µM;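 active means inhibition of 50% or more, scaled per plate between neutral and stimulator controls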;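 further: 0% = DMSO wells given calcium and 100% = 1 mM EGTA wells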
SENP7 block: SENP7 protease inhibition. Q9BQF6. recombinant SENP7, Z-RLRGG-aminoluciferin luminescence, 40 min. inhibition, % at 5 µM. 1.5% of 330,000 active. AID 434973;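 active means inhibition above about 50% at the single test dose, limit read from the data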;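 further: plate controls were DMSO with enzyme for no effect and no enzyme buffer wells for full effect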
NR3A LBD binder: modulators (binders) of human NR3A ligand-binding domain; Tm shift relative to glycine control, % at 25 µM; AID 1259313; 2.5% of 340,000 active; NR3A LBD differential scanning fluorimetry, Tm shift; 0% = protein alone, 100% = glycine-bound protein;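 active means melting temperature shift of at least 10% of the positive control shift, at one fixed dose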
SENP8 inh: inhibitors of human SENP8 protease. AID 602440. recombinant SENP8, Nedd8 substrate fluorescence. inhibition, % at 20 µM. 0.64% of 360,000 active; in the data active means inhibition mostly above about 40%, no sharp cut-off; inactive means mostly below about 27%
Target sequence (Q96LD8 whole entry, looked up): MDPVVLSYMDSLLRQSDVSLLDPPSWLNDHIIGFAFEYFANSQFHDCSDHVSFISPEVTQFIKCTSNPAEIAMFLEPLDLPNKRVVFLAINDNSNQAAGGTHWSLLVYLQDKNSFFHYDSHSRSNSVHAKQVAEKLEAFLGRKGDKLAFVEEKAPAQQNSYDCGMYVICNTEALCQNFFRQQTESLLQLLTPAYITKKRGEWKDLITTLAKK
HKDC1 inh: blocks human hexokinase HKDC1 activity | Q2TB90 | inhibition, % at 20 µM | 0.16% of 340,000 active | recombinant HKDC1, G6PDH/diaphorase resazurin coupled fluorescence | AID 493160;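 active means inhibition above about 35% when tested at 20 µM, limit read from the data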;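 further: plate controls were DMSO wells with enzyme for no effect and DMSO wells lacking enzyme for full effect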
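Test system: Recombinant HKDC1 (HK5) hexokinase enzyme, produced in-house | Input: HKDC1 at 5 µg/mL | Buffer or medium: Tris pH 8.0 buffer with MgCl2, Tween-20, BSA, BME | Schedule: 90 min reaction incubation at room temperature, dark | Technique: Resazurin-to-resorufin fluorescence via G6PDH and diaphorase coupling, 525/613 nm | Controls: DMSO wells with and without enzyme mix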
ATG4B inhibitor: blocks human ATG4B protease cleavage of LC3 substrate; Q9Y4P1; inhibition, % at 8.33 µM; 0.51% of 340,000 active; AID 504462; ATG4B cleavage of LC3-PLA2, NBD-HPC fluorescence, 1 h; in the data active means inhibition above about 40%
Target sequence (Q9Y4P1 whole entry, looked up): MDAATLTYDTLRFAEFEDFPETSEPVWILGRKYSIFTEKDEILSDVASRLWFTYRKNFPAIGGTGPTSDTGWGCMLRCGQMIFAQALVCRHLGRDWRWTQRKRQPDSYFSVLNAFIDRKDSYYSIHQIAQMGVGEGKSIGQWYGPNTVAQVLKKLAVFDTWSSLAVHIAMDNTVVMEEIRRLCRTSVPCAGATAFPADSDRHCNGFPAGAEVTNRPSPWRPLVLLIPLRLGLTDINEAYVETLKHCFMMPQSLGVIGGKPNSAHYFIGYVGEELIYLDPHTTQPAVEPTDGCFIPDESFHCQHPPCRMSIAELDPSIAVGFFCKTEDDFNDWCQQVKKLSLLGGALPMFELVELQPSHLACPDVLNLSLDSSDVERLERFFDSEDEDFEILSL
Starred values were filed as active, the others as inactive; . = not tested or not shown.

The line under a structure holds: PfGluPho inh | SENP6 inh | MPTP inh | SENP7 block | NR3A LBD binder | SENP8 inh | HKDC1 inh | ATG4B inhibitor
- O=C(CCCc1cccs1)N1CCN(S(=O)(=O)c2ccccc2Br)CC1
 : -5 | -3 | -0.6 | 4 | 1 | 9 | -2 | -15
- Cc1cc(=O)oc2cc(NC(=O)c3ccccc3OC(F)F)ccc12
 : 20 | -36 | 0.7 | 2 | -3 | -313 | -4 | -6
- O=c1oc2c(CN3CCCCC3)c(O)ccc2c2c1CCCC2
 : -4 | -5 | 0.3 | 5 | 1 | -308 | 3 | 0
- Cc1nc(SCC(=O)N(C)C2CCS(=O)(=O)C2)c2ccccc2n1 (configuration not stated)
 : -12 | 0 | -0.4 | 4 | 1 | -4 | -3 | -2
- O=C(O)C1CCN(C(=O)CSc2nnc3ccccn23)CC1
 : 5 | 6 | -1.7 | 3 | 2 | -11 | -5 | -4
- N#Cc1ccsc1NC(=O)COC(=O)CCCSc1nc2ccccc2s1
 : -18 | 16 | -3.6 | 3 | -4 | -16 | -1 | -1
- Cc1cc(C)nc(SCc2nnc(SCC(=O)N3CCCc4ccccc43)o2)n1
 : 2 | -13 | 0.7 | 1 | 0 | 7 | -11 | -4
- Cc1cc(C)n2nc(CNS(=O)(=O)c3ccc([N+](=O)[O-])cc3)nc2n1
 : -2 | 16 | 0.1 | 1 | 0 | 11 | 0 | 6
- Cc1c(N=Cc2c(O)n(Cc3ccco3)c(=O)c3ccccc23)c(=O)n(-c2ccccc2)n1C
 : -1 | 35 | -0.8 | 8 | 2 | -91 | -2 | -3
- CCOC(=O)C1Sc2[nH]c(=O)sc2C(c2ccc(Cl)cc2)C1C(=O)OCC (configuration not stated)
 : -14 | 3 | 20 | 0 | -7 | 16 | 5 | 9
- C[C@@H](NC(=O)c1nc[nH]c1C(=O)NCc1ccc(CNC(=O)OC(C)(C)C)cc1)c1ccccc1
 : 20 | 5 | 0.3 | -2 | -8 | 17 | 7 | -5
- Clc1cccc2c3c([nH]c12)CCNC3
 : 7 | -29 | 0.1 | -8 | 1 | 6 | -4 | 6
- CCCN(CCC)S(=O)(=O)c1ccc(C(=O)NCc2ccco2)cc1
 : 5 | -13 | 2.7 | 1 | 1 | 9 | -4 | 4
- CC(C)OCCCn1c(SCC(=O)Nc2ccccc2C(F)(F)F)nc2nccnc2c1=O
 : 1 | 4 | -1.2 | 4 | 0 | 0 | -3 | -7
- COc1ccc(CC(=O)Nc2cc(C)on2)cc1OC
 : 1 | -12 | -2.6 | 2 | -1 | 14 | -6 | -3
- O=C(CC(=O)c1ccccc1)Nc1ccc2c(c1)OCCO2
 : -10 | 38 | 3.4 | 28 | -28 | -1 | 6 | 6
- COc1ccc(Cl)cc1NC(=O)CN1CCCCCC1
 : 1 | -6 | 0.1 | -1 | -1 | 13 | -5 | -6
- O=C(CN1CCN(c2ccccn2)CC1)N1c2ccccc2Sc2ccc(C(F)(F)F)cc21
 : 1 | 3 | -1.6 | -2 | 2 | 10 | 0 | -4
- O=[N+]([O-])c1c(Nc2ccccc2O)cc(Cl)c2nonc12
 : 39 | 12 | 1.1 | -5 | -6 | 42* | 11 | -4
- CC(=O)Nc1ccc(Oc2ccccc2)cc1
 : -12 | -13 | 1.7 | -1 | 0 | 15 | -5 | -7
- CC(C)c1[nH]nc2c1C(c1ccco1)C(C#N)=C(N)O2 (configuration not stated)
 : 15 | -9 | -1.1 | -1 | -1 | 18 | -8 | -4
- Cc1ccc(C)c(C(=O)COC(=O)c2cccc(N3C(=O)c4c(C)nc5ccccc5c4C3=O)c2)c1
 : -9 | 2 | 0.2 | 5 | 0 | 42* | -8 | -4
- COc1ccc(N2CC(C(=O)Nc3nc4ccccc4s3)CC2=O)cc1 (configuration not stated)
 : 1 | -8 | 0.2 | 3 | 2 | 20 | -7 | -18
- N#Cc1ccc(-c2ccco2)nc1SCC(=O)c1ccc(Cl)cc1
 : 6 | -4 | 1.5 | 7 | -3 | -145 | 6 | 4
- CCc1ccc(CC2S/C(=C(\C#N)C(C)=O)NC2=O)cc1 (configuration not stated)
 : -35 | -19 | 19 | -8 | -6 | 8 | -4 | -6
- CN(Cc1ccccn1)Cc1nc(Cc2ccccc2Cl)no1
 : 5 | -8 | 1.2 | -3 | -6 | 12 | -8 | -3
- CN1C(=O)[C@H]2[C@@H](c3ccc(F)cc3)N3C(=O)c4ccccc4NC(=O)[C@@]3(C)[C@H]2C1=O
 : 1 | -7 | 0.1 | -9 | -2 | 8 | -9 | 1
- O=C(NCc1ccc(F)cc1)c1cnc(Cl)c(Cl)c1
 : 11 | -13 | -0.1 | -2 | -1 | 2 | -4 | -6
- CCCCNc1nc2ccccc2n1CC(=O)N1CCc2ccccc2C1
 : -2 | -2 | 2.4 | 0 | -3 | 13 | -13 | -7
- Cc1ccc(C(=O)N2CCC(n3nccc3NC(=O)c3ccccc3C)CC2)cn1
 : -14 | -5 | -1.4 | -3 | -1 | -4 | -7 | -5
- Cc1cc(OCCN2CCOCC2)ccc1C(C)C
 : 3 | 6 | 1.2 | 0 | 0 | 9 | -4 | -7
- CCCOc1ccc2oc(=O)c3c(c2c1)CCCN3C(=O)CN1CCN(c2ncccn2)CC1
 : -1 | -3 | 2.3 | 12 | -2 | -83 | 6 | -7
- Cc1noc(C)c1S(=O)(=O)N1CCCC(C(=O)c2cccc(OC(C)C)c2)C1 (configuration not stated)
 : 8 | 0 | -0.6 | 8 | 1 | 5 | 14 | 5
- CN(C)CC1CCCCC1C1(O)c2ccccc2CSc2sccc21 (configuration not stated)
 : 9 | -7 | 57* | -6 | 0 | 30 | -2 | -7
- Cc1cc(NC(=O)c2cc3ccccc3o2)ccc1NC(=O)c1ccccc1
 : 38 | 31 | 0.2 | 23 | 16* | -46 | 2 | -18
- Cc1ccc(-c2c[n+](Cc3ccc(Cl)cc3)c3n2CCC3)cc1
 : -5 | 11 | 4.4 | 5 | 0 | 12 | -6 | -5
- C=CCNCc1cccn1-c1ccccc1
 : -1 | -22 | 0.4 | 5 | -1 | 8 | -5 | -2
- CCN(CC)C(=O)c1sc2nc(-c3ccncc3)[nH]c(=O)c2c1C
 : -5 | 1 | -0.5 | -7 | -4 | -498 | -2 | 3
- CCC(C)(C)n1nnnc1C(c1ccc2ncccc2c1)N1CCN(c2ccc(O)cc2)CC1 (configuration not stated)
 : 46 | 8 | 0.7 | 2 | 1 | 24 | 8 | 5
- COC(=O)c1ccc(CN(c2ccc(C(=O)O)c(O)c2)S(=O)(=O)c2ccc(Cl)c([N+](=O)[O-])c2)cc1
 : -4 | . | 12 | . | 22* | 10 | 6 | -1
- COc1ccccc1NC(=O)COC(=O)C1C2CC3OC(=O)C1C3C2 (configuration not stated)
 : -3 | -11 | 2.3 | 5 | 2 | 5 | -5 | -3
- Cc1ccc(S(=O)(=O)Nc2ccc(SC(F)F)cc2)c(C)c1
 : 14 | -7 | 7.3 | -11 | -7 | 16 | 2 | -3
- COc1cccc(OC)c1C(=O)Nc1cc(Cl)ccc1N1CCOCC1
 : -2 | -1 | -0.3 | 1 | -1 | 14 | 3 | -8
- COc1ccc([N+](=O)[O-])cc1NC(=O)C(C)OC(=O)C1CCCC1 (configuration not stated)
 : 2 | -6 | -0.1 | -14 | 0 | 9 | -1 | -3
- CN(CCC#N)C(=O)COC(=O)c1nn(-c2ccccc2)c(=O)c2ccccc12
 : -7 | 2 | -2.5 | -5 | 4 | -14 | -8 | 3
- COc1cc(/C=C(\NC(C)=O)C(=O)N2CCCCC2)ccc1OC(C)=O
 : -6 | 3 | 0.1 | -8 | 1 | 0 | 1 | -2
- CCOCCCNCc1ccc(OC)c(OC)c1
 : -2 | 0 | 0.2 | 1 | -1 | 13 | 2 | -5
- CCCCn1c(-c2ccco2)n[nH]c1=S
 : 10 | -4 | -0.7 | -4 | 2 | -84 | 11 | -10
- Cc1c(C(=O)Nc2nnc(SCc3ccccc3Cl)s2)cccc1[N+](=O)[O-]
 : 4 | 5 | 14 | 7 | -9 | 11 | -7 | 20
- CCCN(CC1CC1)C(=O)COC(=O)c1ccc2c(c1)C(=O)N(c1ccc(OCC)cc1)C2=O
 : -17 | -8 | -4.3 | -12 | -1 | -2 | -8 | -2
- COc1cccc(N2CCN(C(=O)CCC(=O)c3ccc(Cl)s3)CC2)c1
 : 5 | 4 | 0.1 | 5 | 2 | 0 | 0 | -6
- CS(=O)(=O)c1ccc(CNC(=O)C2(C(F)(F)F)CC(CCCO)CCCO2)cc1 (configuration not stated)
 : 5 | -2 | . | 3 | -7 | . | -2 | 13
- CN(C)S(=O)(=O)c1ccc(N2CCCC2)c(C(=O)NCC(=O)Nc2ccc(F)c(F)c2)c1
 : 4 | -15 | 1.6 | 4 | -2 | -11 | -3 | -9
- O=C(Nc1ccccc1N1CCCC1)c1ccc2c(c1)OCO2
 : 9 | 33 | 0.5 | 5 | 0 | 6 | 0 | -3
- CN(c1ccc(C(=O)Nc2cccnc2)cc1)S(=O)(=O)c1ccccc1
 : 22 | -4 | 0.3 | 2 | 3 | 9 | -5 | -15
- O=C(NCCc1ccccc1)c1ccc(NC2=NC3CS(=O)(=O)CC3S2)cc1 (configuration not stated)
 : 3 | -16 | -2.3 | -4 | 5 | 7 | -6 | -1
- O=C(Cc1ccccc1)NCC(=O)OCC(=O)c1ccc([N+](=O)[O-])cc1
 : 68* | -2 | -0.3 | 2 | 1 | 12 | -1 | -1
- COc1ccc2c(CC(=O)OCC(=O)Nc3ccccc3[N+](=O)[O-])coc2c1
 : 16 | 3 | 1.2 | -12 | 0 | -10 | -13 | 10
- COC(=O)c1c(NC(C)=O)sc2c1CCN(Cc1ccccc1)C2
 : -10 | -12 | 0.4 | -15 | -1 | -19 | 6 | -11
- CC(NC(=O)c1ccco1)C(=O)OCc1cccc(Cl)c1 (configuration not stated)
 : -3 | -2 | 0.6 | -7 | -1 | -61 | -3 | 3

Other entries.
The line under a structure holds: PfGluPho inh | SENP6 inh | MPTP inh | SENP7 block | NR3A LBD binder | SENP8 inh | HKDC1 inh | ATG4B inhibitor
- Cc1nc2ccc(S(=O)(=O)NCC(=O)N3CCCC(C)C3)cc2s1 (configuration not stated)
 : -17 | -1 | -2.0 | 3 | -1 | 21 | -7 | -4
- Cc1ccc(S(=O)(=O)N2CCCCC2)cc1NC(=O)COC(=O)C1=COCCO1
 : 20 | -6 | -0.1 | -3 | -1 | 7 | -10 | -9
- Cc1ccc(C)c(N(CC(=O)NC2CCCC2)C(=O)CCC(=O)Nc2cc(C)on2)c1
 : -22 | -24 | 0.9 | 6 | 0 | 15 | -5 | -1
- Cc1cccc(S(=O)(=O)N/N=c2\sc3ccccc3n2C)c1
 : 1 | 0 | 2.8 | 3 | -2 | 14 | -3 | -6
- CCc1ccccc1NC(=O)C1CCN(C(=O)c2ccc([N+](=O)[O-])cc2)CC1
 : 0 | -3 | -1.0 | -2 | 0 | 8 | -5 | -2

A different layout for part of the listing above:
| PfGluPho inh | SENP6 inh | MPTP inh | SENP7 block | NR3A LBD binder | SENP8 inh | HKDC1 inh | ATG4B inhibitor | smiles |
| --- | --- | --- | --- | --- | --- | --- | --- | --- |
| 9 | -7 | 57* | -6 | 0 | 30 | -2 | -7 | CN(C)CC1CCCCC1C1(O)c2ccccc2CSc2sccc21 (configuration not stated) |
| 8 | 0 | -0.6 | 8 | 1 | 5 | 14 | 5 | Cc1noc(C)c1S(=O)(=O)N1CCCC(C(=O)c2cccc(OC(C)C)c2)C1 (configuration not stated) |
| -18 | 16 | -3.6 | 3 | -4 | -16 | -1 | -1 | N#Cc1ccsc1NC(=O)COC(=O)CCCSc1nc2ccccc2s1 |
| -12 | 0 | -0.4 | 4 | 1 | -4 | -3 | -2 | Cc1nc(SCC(=O)N(C)C2CCS(=O)(=O)C2)c2ccccc2n1 (configuration not stated) |
| -14 | 3 | 20 | 0 | -7 | 16 | 5 | 9 | CCOC(=O)C1Sc2[nH]c(=O)sc2C(c2ccc(Cl)cc2)C1C(=O)OCC (configuration not stated) |

Source: PubChem BioAssay
